Screens: PubChem, National Center for Advancing Translational Sciences (NCATS)
KDM5B inh – Primary screen for KDM5B Histone Demethylases FDH-coupled qHTS. Potency, µM (top dose mostly 57.7 µM), inactives show top-dose activity change, negative = inhibition, hits mostly inhibitors. 2.6% of 220,000 active. AID 1347165, 2019. KDM5B demethylase, FDH-coupled NADH fluorescence (FDH is formaldehyde dehydrogenase); active = well fitted inhibition curve with a large enough effect; inconclusive = small, poorly fitted or top-dose-only effect; inactive = no such curve, though single readings can be large or run the other way; also: 0% is about no effect; nearly all actives have a fitted effect of over 70% in size
Target sequence (Q9UGL1 whole entry, looked up): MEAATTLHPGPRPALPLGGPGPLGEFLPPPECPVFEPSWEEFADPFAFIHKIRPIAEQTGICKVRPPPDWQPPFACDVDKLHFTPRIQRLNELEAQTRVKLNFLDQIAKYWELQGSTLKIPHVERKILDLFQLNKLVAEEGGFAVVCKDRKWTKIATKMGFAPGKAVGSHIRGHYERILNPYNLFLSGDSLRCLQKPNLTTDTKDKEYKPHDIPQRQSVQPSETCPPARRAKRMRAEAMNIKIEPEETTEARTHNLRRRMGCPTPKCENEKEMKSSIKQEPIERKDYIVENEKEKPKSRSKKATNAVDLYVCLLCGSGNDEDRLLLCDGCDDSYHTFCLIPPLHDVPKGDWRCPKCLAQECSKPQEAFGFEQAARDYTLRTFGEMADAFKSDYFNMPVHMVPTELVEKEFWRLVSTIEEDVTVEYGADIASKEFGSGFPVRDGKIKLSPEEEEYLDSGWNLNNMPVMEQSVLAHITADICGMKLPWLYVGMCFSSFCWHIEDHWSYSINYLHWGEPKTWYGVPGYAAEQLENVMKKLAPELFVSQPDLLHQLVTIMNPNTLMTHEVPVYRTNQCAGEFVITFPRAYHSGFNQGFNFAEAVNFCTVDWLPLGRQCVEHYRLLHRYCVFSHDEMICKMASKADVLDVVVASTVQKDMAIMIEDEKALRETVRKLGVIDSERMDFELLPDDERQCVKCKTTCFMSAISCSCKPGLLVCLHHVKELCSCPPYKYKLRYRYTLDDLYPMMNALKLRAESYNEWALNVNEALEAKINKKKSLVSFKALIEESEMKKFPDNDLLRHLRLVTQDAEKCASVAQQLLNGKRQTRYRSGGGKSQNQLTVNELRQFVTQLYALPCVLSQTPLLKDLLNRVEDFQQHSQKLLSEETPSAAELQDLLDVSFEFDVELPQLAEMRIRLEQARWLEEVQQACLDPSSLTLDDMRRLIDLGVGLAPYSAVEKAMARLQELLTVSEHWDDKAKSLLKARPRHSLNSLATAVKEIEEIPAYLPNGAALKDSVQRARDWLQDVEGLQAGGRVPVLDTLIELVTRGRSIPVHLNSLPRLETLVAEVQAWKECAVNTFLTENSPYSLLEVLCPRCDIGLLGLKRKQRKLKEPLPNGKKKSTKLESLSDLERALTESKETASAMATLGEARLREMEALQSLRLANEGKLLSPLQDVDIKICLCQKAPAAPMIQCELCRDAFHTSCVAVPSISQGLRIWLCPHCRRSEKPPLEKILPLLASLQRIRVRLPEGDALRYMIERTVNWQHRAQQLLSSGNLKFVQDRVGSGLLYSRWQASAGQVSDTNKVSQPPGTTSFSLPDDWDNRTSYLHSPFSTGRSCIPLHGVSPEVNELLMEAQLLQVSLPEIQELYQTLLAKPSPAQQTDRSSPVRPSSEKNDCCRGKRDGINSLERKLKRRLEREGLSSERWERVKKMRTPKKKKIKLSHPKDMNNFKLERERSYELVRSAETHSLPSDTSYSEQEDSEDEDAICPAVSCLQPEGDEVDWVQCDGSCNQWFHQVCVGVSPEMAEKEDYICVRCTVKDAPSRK
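Coupled FDH/NAD⁺ fluorescence readout. KDM5BΔAP 200 nM final; compound titration, 10 min RT preincubation; substrate mix 12.5 µM H3K4me3, 25 µM 2-OG, 50 µM Fe(II), 100 µM ascorbate, 0.25 mM NAD⁺, 0.25 U/mL FDH; ΔRFU over 30 min.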
Numbers without * were called inactive; i = inactive; ? = inconclusive; & = joins results of further samples; [ ] = remark or other dose. Potency is read from the fitted curve at half-maximal effect. Some of the compounds tested. The share of hits here may be higher or lower than overall.

No.	SMILES	KDM5B inh
1	O=C1Nc2ccc(-c3ccsc3)cc2C(=O)N2C[C@@H](NS(=O)(=O)c3ccc(F)cc3)C[C@@H]12	?
2	O=C(NCCn1cccc1-c1nc(-c2ccc3c(c2)OCO3)no1)c1cccc(Cl)c1	?
3	Cc1cnc(CC2CCN(S(=O)(=O)c3cccc(F)c3)C2)n1C(C)C (stereo not drawn)	-1%
4	O=C(C[C@@H]1C[C@H]2O[C@H](CNC3CCC3)[C@@H](O)[C@H]2O1)N1CCOCC1	3%[86.2 µM]
5	COCCN(CCOC)C(=O)c1ccc(CSc2nc3ccccc3s2)cc1	23%
6	COC(=O)C1(C(C[N+](=O)[O-])c2ccco2)C(=O)NCC1c1ccccc1 (stereo not drawn)	?
7	COc1cccc2c1Oc1ncccc1N(c1ccc(C(=O)NCc3cccc(C)c3)s1)C2	6%
8	Cn1cc(C(=O)NCCc2ccc(Cl)cc2)c(=O)c2cc(S(=O)(=O)N3CCOCC3)ccc21	2%[11.5 µM]
9	CCc1[nH]c(C(=O)OC(C)C(=O)NC2CC2)c(C)c1C(=O)OC (stereo not drawn)	-4%
10	COc1cc(OC)c(C(=O)N2CCCn3nc(C(=O)O)cc3C2)cc1OC	14%
11	Cc1ccccc1-n1nnnc1SCC(=O)N(Cc1ccco1)C1=CCCCC1	-23%
12	O=C(CSC1CCCC1)NCc1cccs1	12%
13	COc1cccc(NC(=O)CSC2=Nc3ccccc3C3=NC(CC(=O)NCc4cccs4)C(=O)N23)c1 (stereo not drawn)	-3%
14	CCC(CC)C(CNC(=O)c1cccc(Cl)c1Cl)N1CCOCC1 (stereo not drawn)	24%
15	O=C(CCC(=O)OCC(=O)c1ccc(Cl)cc1)Nc1ccc(Oc2ccccc2)cc1	-22%
16	Cc1ccccc1C(=O)N1C(C(=O)NC(C)C)COC12CCN(C(=O)c1ccc(Cl)cc1)CC2 (stereo not drawn)	-18%
17	N#Cc1ccccc1CON=C1CCC2(CC1)OCCO2	10%
18	CCCOc1ccc(C(F)(F)F)cc1NC(=O)CCc1c(C)noc1C	31%
19	COc1ccc(-n2c(/C=C/c3cc(OC)c(OC)cc3OC)nc3cc4ccccc4cc3c2=O)cc1Cl	-10%
20	O=C(Nc1ccc(N2CCCCC2)cc1)C1=COCCO1	8%
21	COc1cc(F)ccc1-c1cc(-c2cn[nH]c2)c2cncn2c1	i
22	CC(C)CCNC(=O)Nc1cc(C(=O)NCc2cccc(F)c2)ccc1N1CCCC1	-22%
23	CC1=C(c2ccc(C)cc2)S(=O)(=O)NC1=NCCCN1CCN(c2ccc(F)cc2)CC1	4%
24	O=C(c1cccc(Cl)c1)N1CCn2c(nnc2-c2ccccc2)C1	4%
25	Cc1ccn2c(C(=O)N[C@H](c3cnn(C)c3)C3CC(O)C3)nnc2n1 (stereo partly drawn)	-7%
26	CCOc1ccc(NC(=O)c2oc3ccccc3c2NC(=O)c2ccc(OC)cc2OC)cc1	?
27	O=S1(=O)c2ccc(N3CCN(Cc4ccccc4F)CC3)cc2Oc2ccccc2CN1Cc1cn(Cc2ccccc2C(F)(F)F)nn1	?
28	O=C(O)CNCc1ccc(-c2ccccc2)cc1	7%
29	O=C(CCn1c(=O)c2sccc2n(CC(=O)Nc2ccccc2)c1=O)NCc1ccccc1Cl	6%
30	CCCNC(=O)CNC(=O)C1=NN(C)C(=O)CC1	5%

Copied from the list:
KDM5B inh with entry 24 → 4%
KDM5B inh with entry 17 → 10%
KDM5B inh with entry 18 → 31%
KDM5B inh with entry 22 → -22%
KDM5B inh with entry 23 → 4%

Carrying on:
No.	SMILES	KDM5B inh
31	O=C(COc1ccc([N+](=O)[O-])cc1)NCC1(N2CCOCC2)CCCCC1	-12%
32	CC(C)(C(=O)NCCc1c[nH]c2ccccc12)c1ccccc1	-4%
33	COc1ccc(-c2nc(C3CC3)nc3c2CN([S+](=O)([O-])c2ccccc2)CC3)cc1	-11%[115 µM]
34	COc1ccc(CNS(=O)(=O)c2cc(C(=O)Nc3cc(Cl)cc(Cl)c3)ccc2F)cc1	?
35	CCSc1ccc(C(=O)Nc2ccc(-c3nc4ccc(C)cc4s3)cc2)cc1	-13%
36	CC(C)CNC(=O)N1CCC2(CC1)Nc1ccccc1-n1cccc12	-4%
37	COc1ccc(-c2cn3c(n2)sc2cc(C(=O)Nc4ccccc4F)ccc23)cc1	?
38	Cc1ccc(CNC(=O)C2Cn3cccc3C(=O)N2CC(C)C)o1 (stereo not drawn)	0%
39	COc1cc(OC)cc(C(=O)OCC(=O)Nc2c(C)cccc2C(C)C)c1	-15%
40	Cc1cc(C)c(S(=O)(=O)N2CCOC23CCN(C(=O)CCc2ccccc2)CC3)c(C)c1	19%
41	Cc1ccccc1C(=O)Nc1cccc(OCc2cc(=O)n3c(C)csc3n2)c1	5%
42	COC(=O)CNC(=O)C1CCc2nnc(-c3ccc(Cl)cc3Cl)n21 (stereo not drawn)	15%[115 µM]
43	O=C(NCC(c1cccs1)N1CCCCCC1)c1cc(=O)c2cc(Br)ccc2o1 (stereo not drawn)	10%
44	COc1cc(NC(=O)COc2ccc3c(C)c(C)c(=O)oc3c2)cc(OC)c1	?
45	Cc1nc(NCC2CCCO2)c(C#N)c2c1CCCC2 (stereo not drawn)	?
46	O=C1CC2(CCCCC2)CC(=O)O1	27%
47	CC(=O)C1(C)N(O)C(C)(C)C(c2ccc(Cl)cc2)=[N+]1[O-] (stereo not drawn)	2%
48	COc1ccc(Cl)cc1NC(=O)C(C)n1nnc2sc3c(c2c1=O)CCCC3 (stereo not drawn)	-26%
49	COc1ccc2oc(=O)c(C(=O)NCCc3c(C)[nH]c4ccc(Br)cc34)cc2c1	-7%
50	O=C(CCSCc1nc2ccccc2s1)NC1CCCCC1	?
51	Cc1nn(-c2ccc(C(F)(F)F)cc2)c(C)c1[C@@H]1C=C[C@@H](NC(=O)CCC(=O)O)C1	13%[86.2 µM]
52	Cc1ccc(N(CC(=O)Nc2c(C)cccc2C)S(C)(=O)=O)cc1	11%
53	CC(=O)c1ccc(NC(=O)c2ccc3c(c2)N(Cc2cccc(Cl)c2)C(=O)c2ccccc2S3=O)cc1 (stereo not drawn)	-11%
54	O=C(Nc1ccccc1)N1CCCC(CN2CCOCC2)CC1 (stereo not drawn)	12%
55	COc1ccc2[nH]c3c(c2c1)CCN(C)C31CCN(C(=O)c2ccnn2C)CC1	?
56	O=Cc1cccc(OCc2ccc(Cl)c(Cl)c2)c1	-6%
57	O=C(Cn1nc(-c2cccs2)c2ccccc2c1=O)NCc1cccc(Cl)c1	-9%
58	CN(CC(O)COc1ccccc1CN1CCCOCC1)C1CCCCC1 (stereo not drawn)	9%
59	C=CCn1c(-c2ccc(SC)cc2)c(-c2ccccc2)sc1=Nc1ccc(C)cc1	24%
60	COc1ccc(CN2CCn3c(nnc3-c3ccc(Cl)cc3)C2)cc1	-15%[149 µM]

The list goes on; the last 7 above are carried over.
No.	SMILES	KDM5B inh
54	O=C(Nc1ccccc1)N1CCCC(CN2CCOCC2)CC1 (stereo not drawn)	12%
55	COc1ccc2[nH]c3c(c2c1)CCN(C)C31CCN(C(=O)c2ccnn2C)CC1	?
56	O=Cc1cccc(OCc2ccc(Cl)c(Cl)c2)c1	-6%
57	O=C(Cn1nc(-c2cccs2)c2ccccc2c1=O)NCc1cccc(Cl)c1	-9%
58	CN(CC(O)COc1ccccc1CN1CCCOCC1)C1CCCCC1 (stereo not drawn)	9%
59	C=CCn1c(-c2ccc(SC)cc2)c(-c2ccccc2)sc1=Nc1ccc(C)cc1	24%
60	COc1ccc(CN2CCn3c(nnc3-c3ccc(Cl)cc3)C2)cc1	-15%[149 µM]
61	CCOc1ccc(NC(=O)c2noc3c2CSc2ccccc2-3)cc1	-23%
62	COc1ccccc1CNC(=O)c1ccc(-c2nc(CN3CCc4ccccc43)c(C)o2)cc1	?
63	Cc1ccc(-c2ccc(=O)n(Cc3c(F)cccc3Cl)n2)cc1	?
64	O=C1c2oc3ccccc3c(=O)c2C(c2cccc(Br)c2)N1c1ccccn1 (stereo not drawn)	16%
65	Cn1ccnc1C(=O)N1CCC(N2C(=O)C3(CCCC3)C2c2ccccc2)CC1 (stereo not drawn)	16%
66	COc1ccc(CN2C(=O)[C@@H]3C[C@@H](O)CN3C3(CNC3)C2=O)cc1	-18%[86.2 µM]
67	O=C1Nc2ccccc2CC12CCCN(Cc1ccc(Cl)cc1)C2 (stereo not drawn)	15%[149 µM]
68	COc1ccc(-n2c(SCC(=O)Nc3cccc(C(=O)O)c3)nnc2-c2ccco2)cc1	17%
69	COC(=O)c1cc(-c2nc3ccccc3[nH]2)c(-c2ccc(OC)cc2)nc1C	-7%
70	O=C(Cc1csc(-c2ccsc2)n1)Nc1ccnn1Cc1c(Cl)cccc1Cl	11%
71	COC(=O)CC(NC(=O)Cc1cc(C(C)=O)ccc1OC)c1cccs1 (stereo not drawn)	15%
72	Cc1cc2oc(=O)cc(CN(C)CCOc3ccc(F)cc3)c2cc1Cl	-7%
73	O=C(COc1ccc(F)cc1)Nc1cccc2cccnc12	0%
74	CN(CC(=O)NC(C)(C)C)C(=O)c1cc2cc(Br)ccc2[nH]1	15%
75	COc1ccc(CCN2C(=O)NC(NS(=O)(=O)c3ccc(NC(C)=O)cc3)(C(F)(F)F)C2=O)cc1OC (stereo not drawn)	-2%[11.5 µM]
76	COc1ccc(CN2CCCC23Cc2ccccc2CNC3=O)c(OC)n1 (stereo not drawn)	13%[115 µM]
77	CCCc1sc(C(=O)Nc2ccccc2O)cc1CC	-17%
78	O=S(=O)(c1cccnc1)N1CCCC(Cn2c(C3CC3)nc3cccnc32)C1 (stereo not drawn)	22%
79	CCOc1ccc(NC(=O)Nc2cc(C)c3nc(NC(C)=O)sc3c2)cc1	16%
80	CCN(CC)c1ccc(/C=N/NC(N)=S)cc1	?
81	Cc1ccc(OCCSc2nc(-c3ccccc3C)nc3cc(=O)[nH]n23)cc1Cl	14%
82	CC(C)Cc1cnc(C2CCCN(C(=O)OC(C)(C)C)C2)[nH]1 (stereo not drawn)	-1%[149 µM]
83	CN(C)c1cc(=O)c2ccnc(-c3cccc(C(F)(F)F)c3)c2o1	i
84	O=C(c1ccccc1Cl)N1CCCC(c2nc3c(nnn3Cc3ccc(F)cc3F)c(=O)[nH]2)C1 (stereo not drawn)	-3%&2%
85	CC(=O)N1CCC(N(CCCN2CCC(C)CC2)C(=O)Nc2ccccc2C)CC1	29%
86	CCCN(Cc1cc2cc(C)ccc2[nH]c1=O)C(=O)c1ccc(C(C)(C)C)cc1	7%
87	C#CCOc1nc2c(c(=O)n(C)c(=O)n2C)n1Cc1ccccc1Cl	9%
88	CCNC(=O)NC(=O)C(C)Sc1nc(-c2ccco2)nc2ccccc12 (stereo not drawn)	-18%
89	COc1ccc(C)cc1NC(=O)Cn1nc2n(c1=O)CCCC2	-4%
90	O=C1c2c(nc(CNCc3ccc4c(c3)OCO4)n2Cc2ccccc2)NCCN1Cc1ccccc1	-21%
91	Cc1ccc(S(C)(=O)=O)cc1NC(=O)CCNC(=O)Cc1ccccc1	4%
92	CCCNc1c(NC(=O)Nc2ccc(C)c(F)c2)c(=O)oc2ccccc12	-9%
93	CCC1CN(C(=O)N2CCC(C(=O)NCc3cccc(OC)c3OC)CC2)c2cc(C)ccc2O1 (stereo not drawn)	-22%
94	COC(=O)c1[nH]ncc1CN1CCCC2(C1)CN(C)C(=O)O2 (stereo not drawn)	21%
95	Cc1nnc(CN2CCC(NC(=O)c3cnn(C)c3)CC2)o1	7%
96	COc1ccccc1C(=O)Nc1ccc(-c2nc3cc(C)cc(C)c3o2)cc1	-31%
97	Cc1ccc(-n2c(C3CCN(C(=O)Cc4ccc(F)cc4)CC3)n[nH]c2=O)cc1	17%
98	CCN(CC)C(=O)CN1C(=O)NC(c2ccccc2OC)C2=C1COC2=O (stereo not drawn)	-15%
99	COc1ccc([C@H]2CN(C(=O)c3ccc(C#CC(C)(C)O)cc3)C[C@@H]2N)cc1	14%
100	Cc1cc(Br)cc2c1N(Cc1ccccc1OC(C)C)C(=O)C2=O	?
101	COc1cccc(C(=O)N2CCC3(CC2)CC(O)CCO3)c1 (stereo not drawn)	2%
102	Cn1c(=O)c2c(ncn2CCC(=O)Nc2ccc(Br)cc2F)n(C)c1=O	12%
103	O=C(c1cccc(Cl)c1)N(Cc1ccco1)Cc1ccccc1Cl	?
104	O=C(CCC(=O)Nc1ccccc1Cl)NNC(=O)NC1CCCCC1	5%
105	CC(=O)NCC(=O)N1CCCC(n2cc(-c3nc(-c4ccccc4)no3)nn2)C1 (stereo not drawn)	1%
106	CCc1noc(C)c1C(=O)N1CCCC(N2CCN(c3ccc(F)cc3)CC2)C1 (stereo not drawn)	14%
107	Cc1nn(CC(=O)N2CC[C@H](CO)[C@H](O)C2)c(=O)c2ccccc12	4%
108	CCCCCCN(CCC(=O)NC(C)C)C(=O)c1ccoc1	-4%
109	O=C(O)CCC(=O)N1Cc2ccccc2CC2(CCCN(CC3CCOCC3)C2)C1 (stereo not drawn)	10%[115 µM]
110	O=C(Nc1cc(F)cc(F)c1)c1ccc2c(c1)CCC2	9%
111	CN(C)Cc1cc(C[C@@H]2C[C@H](NC(=O)CC(C)(C)C)C2(C)C)no1	6%[86.2 µM]
112	C/C(=C/C(=O)C(F)(F)F)N1CCC(C(N)=O)CC1	22%
